From PubChem
Wnt act: activators of Wnt/beta-catenin signaling | Wnt/beta-catenin reporter cell assay, activator, plate reader | activation, % at 9.35 µM | 300,000 compounds, 1.2% hits | AID 743398; in the data active = activation above about 30%, passing the limit was not always enough;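 note: 0% = neutral control wells and 100% = positive control wells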
* marks the source's active call; other numbers are inactive results. The list is partial (hit frequency here may not be typical).

| no. | canonical_smiles | Wnt act |
| --- | --- | --- |
| 1 | CC(C)C[C@H]1CNC(=O)C(=O)N1C[C@H](Cc1ccc(O)cc1)NC(=O)CC12CC3CC(CC(C3)C1)C2 | -2 |
| 2 | CCCc1nc2ccccc2n1C(CC)C(=O)NC(C)(C)C (centres undefined) | -3 |
| 3 | CCNC(=O)C1(C)CCN(C(=O)c2c(-c3ccccc3)noc2C)C1 (centres undefined) | 0 |
| 4 | NC(=O)[C@@H]1CCCN1C(=O)[C@H](CCc1ccccc1)NC(=O)[C@H]1O[C@@H](n2cnc3c(N)ncnc32)[C@H](O)[C@@H]1O | -3 |
| 5 | CC(=O)Nc1ccc(C(=O)N2CCCCC2c2cc(C(=O)Nc3cccc(C#N)c3)no2)cc1 (centres undefined) | 4 |
| 6 | Cc1ccc(N2C(=O)[C@@H]3C(C(=O)CN4C(=O)c5ccccc5C4=O)=NN[C@@H]3C2=O)c(C)c1 | 0 |
| 7 | O=C(CSc1nnc2n1CCCN2)c1ccccc1 | 15 |
| 8 | O=C(NCc1ccccc1)C1c2ccccc2OCC(=O)N1CC(F)(F)F (centres undefined) | 0 |
| 9 | COc1ccc(OC)c(CCNC(=O)Cc2ccc(NC(=O)C3=C(C)OCCS3)cc2)c1 | 1 |
| 10 | COC(=O)C1(C(=O)OC)C/C=C\CN(S(=O)(=O)c2ccccc2[N+](=O)[O-])CCC1 | -1 |

Some of the entries so far, with the structure last.
No. | Wnt act | molecule
3 | 0 | CCNC(=O)C1(C)CCN(C(=O)c2c(-c3ccccc3)noc2C)C1 (centres undefined)
4 | -3 | NC(=O)[C@@H]1CCCN1C(=O)[C@H](CCc1ccccc1)NC(=O)[C@H]1O[C@@H](n2cnc3c(N)ncnc32)[C@H](O)[C@@H]1O
5 | 4 | CC(=O)Nc1ccc(C(=O)N2CCCCC2c2cc(C(=O)Nc3cccc(C#N)c3)no2)cc1 (centres undefined)
6 | 0 | Cc1ccc(N2C(=O)[C@@H]3C(C(=O)CN4C(=O)c5ccccc5C4=O)=NN[C@@H]3C2=O)c(C)c1
7 | 15 | O=C(CSc1nnc2n1CCCN2)c1ccccc1

More structures follow:
| no. | canonical_smiles | Wnt act |
| --- | --- | --- |
| 11 | Cc1nn(C)c2ncc(C(N)=O)c(Oc3ccc(Cl)cc3)c12 | -2 |
| 12 | COc1ccc(-c2nnsc2N2C(=O)c3ccccc3C2=O)cc1 | 4 |
| 13 | COc1ccc(OC)c(C2=CC(=O)C[C@H](c3ccc(F)cc3)C2)c1 | -3 |
| 14 | COc1ccc(N(CC(=O)NC2CC3CCC2C3)S(=O)(=O)c2ccc(C)cc2)cc1Cl (centres undefined) | 51* |
| 15 | OC[C@@H]1CN(Cc2ccccc2)C[C@H](n2cnc3c(NC4CC4)ncnc32)O1 | -4 |
| 16 | COc1ccc2c(c1)CCC1(C)CC(=O)C(Br)=C21 (centres undefined) | -11 |
| 17 | Cc1ccccc1P(=O)(c1ccccc1)c1ccccc1C | 0 |
| 18 | c1ccc2c(c1)-c1nc3ccccc3cc1C2N1CCCCC1 (centres undefined) | 23 |
| 19 | CNC(=O)C[C@H]1C(=O)N(c2ccccc2)C[C@@H]1C | -1 |
| 20 | CCCc1ccc(-c2cc(NC(=O)Cc3c(C)[nH]c4ccccc34)ccc2N(C)c2cccnc2)cc1 | -5 |
| 21 | CC1(C(=O)NS(=O)(=O)c2cccc(Cl)c2)CCN1C(=O)Cc1cccs1 (centres undefined) | 1 |
| 22 | C[C@H](CO)N1C[C@H](C)[C@@H](CN(C)Cc2cccc(C(F)(F)F)c2)OCc2cnnn2CCCC1=O | -3 |
| 23 | CC1(C)N=C(N)N=C(N)N1c1ccc(CCCCc2ccccc2)cc1 | -6 |
| 24 | CCCCn1nnnc1C(c1ccccc1OC(F)(F)F)N1CCN(C/C=C/c2ccccc2)CC1 (centres undefined) | -2 |
| 25 | COCOCCn1cc(CN2CCS(=O)(=O)N(Cc3ccc(-c4ccccc4)cc3)C(CC(C)C)C2=O)nn1 (centres undefined) | -2 |
| 26 | Cc1ccc2cc(/C=C/C(=O)c3ccco3)c(Cl)nc2c1 | 60* |
| 27 | Cc1ccc(C(=O)N/N=C/c2cccnc2)cc1Cl | -1 |
| 28 | COC(=O)[C@]12CCCCC=C1N(Cc1ccccc1)C(=O)[C@H](CC(=O)NCC13CC4CC(CC(C4)C1)C3)C2 | -4 |
| 29 | CCCCOc1ccc(C(=O)NCCN2CCC(n3c(=O)[nH]c4ccccc43)CC2)cc1 | -4 |
| 30 | CCc1nc2ccc(C(=O)N3CCN(c4ccccc4)CC3)cn2c1N(C)CCC(C)C | -3 |

Reprinted from the part before: 5 entries; new compounds follow.
| no. | canonical_smiles | Wnt act |
| --- | --- | --- |
| 26 | Cc1ccc2cc(/C=C/C(=O)c3ccco3)c(Cl)nc2c1 | 60* |
| 27 | Cc1ccc(C(=O)N/N=C/c2cccnc2)cc1Cl | -1 |
| 28 | COC(=O)[C@]12CCCCC=C1N(Cc1ccccc1)C(=O)[C@H](CC(=O)NCC13CC4CC(CC(C4)C1)C3)C2 | -4 |
| 29 | CCCCOc1ccc(C(=O)NCCN2CCC(n3c(=O)[nH]c4ccccc43)CC2)cc1 | -4 |
| 30 | CCc1nc2ccc(C(=O)N3CCN(c4ccccc4)CC3)cn2c1N(C)CCC(C)C | -3 |
| 31 | CC(C)c1ccc(NC(=O)Nc2nc(C(N)C(C)C)cs2)cc1 (centres undefined) | 0 |
| 32 | COC(=O)c1cc2c(c3c4cc(OC)ccc4n(S(=O)(=O)c4ccc(F)cc4)c13)C(=O)N(Cc1ccccc1)C2 | -7 |
| 33 | CC(C)c1ccc(NC(=O)C2(C)Cc3c(-c4ccccc4)ccnc3O2)cc1 (centres undefined) | -4 |
| 34 | Cc1cc(N2CCNC[C@H]2C)ccc1N1C[C@@H](C)O[C@@H](C)C1 | -5 |
| 35 | CCOC(=O)[C@]12CCC=C1N(Cc1cccc3ccccc13)C(=O)[C@H](CC(=O)NCc1ccccc1)C2 | -3 |
| 36 | CCCNC(=O)C1(C)CCCN(C(=O)c2cc(F)cc(F)c2)C1 (centres undefined) | -1 |
| 37 | Cc1sc2nc(C(C)Sc3n[nH]c(N)n3)[nH]c(=O)c2c1C (centres undefined) | 1 |
| 38 | O=C(NCc1ccccc1)[C@@H]1CCCN1C(=O)[C@H]1CCCN1C(=O)C1CCCCC1 | -2 |
| 39 | COCCNC(=O)C1(C)CCCN(C(=O)c2cccc(C(F)(F)F)c2)C1 (centres undefined) | -1 |
| 40 | COc1ccc(-c2[nH][nH]c(=O)c2NC(=O)c2ccccc2Br)cc1 | -1 |

Filtered by structure, those above with a thiophene ring, fused or not (2)
| no. | canonical_smiles | Wnt act |
| --- | --- | --- |
| 21 | CC1(C(=O)NS(=O)(=O)c2cccc(Cl)c2)CCN1C(=O)Cc1cccs1 (centres undefined) | 1 |
| 37 | Cc1sc2nc(C(C)Sc3n[nH]c(N)n3)[nH]c(=O)c2c1C (centres undefined) | 1 |

Further results:
#41 O=C(COc1ccc(Cl)cc1Cl)NCCN1CCCCC1
- Wnt act = -2
#42 COC(=O)C1=C(C)N(Cc2ccccc2C(F)(F)F)C(=NCc2cc(OC)c(OC)c(OC)c2)NC1c1ccccc1 (centres undefined)
- Wnt act = -2
#43 O=C(OCc1cn([C@@H]2C[C@H](c3ccccc3)N(Cc3cccs3)C[C@H]2O)nn1)c1ccccc1
- Wnt act = -1
#44 Cc1ccc(S(=O)(=O)NC(=O)Nc2cc(C(C)(C)C)on2)cc1
- Wnt act = -3
#45 C[C@H]1CN([C@@H](C)CO)S(=O)(=O)c2ccc(Br)cc2O[C@H]1CN(C)S(=O)(=O)c1ccccc1F
- Wnt act = -1
#46 COCCCNC(=O)c1cc(Cc2ccccc2)sc1N
- Wnt act = -4
#47 O=C(NCc1ccccn1)c1[nH]c(C(F)(F)F)nc1-c1ccccc1
- Wnt act = 0
#48 CCc1ccc(NC(=O)C(=O)NCCN2CCN(C(=O)c3ccc(OC)cc3)CC2)cc1
- Wnt act = -2
#49 CC(=O)Oc1ccc(CN2C(=O)C(CCc3ccccc3)ON=C2c2cnccn2)cc1 (centres undefined)
- Wnt act = 7
#50 O=C1NC[C@@H](CCCCN2C[C@H](Cc3ccccc3)N(CCC3CCCCC3)C(=O)C2=O)N(CC2CCCCC2)C1=O
- Wnt act = -4
#51 COc1ccc(/C=C/c2cc(O)cc(O[C@@H]3O[C@H](CO)[C@@H](O)[C@H](O)[C@H]3O)c2)cc1O
- Wnt act = 72*
#52 C/C(=N\NC1=N[C@H]2CS(=O)(=O)C[C@H]2S1)c1ccccc1
- Wnt act = -4
#53 CCCCCCCCN1C(=O)[C@H](CC(=O)NCCCN2CCCC2=O)C[C@@]2(C(=O)OC)CCCCC=C12
- Wnt act = 3
#54 CCCN(C)C1CN(Cc2cn(Cc3ccc(F)cc3)nn2)S(=O)(=O)C1 (centres undefined)
- Wnt act = -2
#55 CSc1ncnc2c1ncn2CCCNCCCc1ccccc1
- Wnt act = 0

#56 NC(=O)c1cccc(-c2coc3c(C(=O)NCc4ccccc4)cccc23)c1
- Wnt act = -2
#57 Cc1ccccc1C(=O)N[C@H](C(=O)N1CCC[C@H]1C(=O)NCCc1ccccc1Cl)c1ccccc1
- Wnt act = -2
#58 CCOc1cccc(-c2cnc3cccnn23)c1
- Wnt act = 3
#59 CC(C)C[C@H]1CNC(=S)N1C[C@H]1CCCN1C[C@H](Cc1ccc(O)cc1)N1C[C@H](Cc2ccccc2)N(CC2CCCCCC2)C1=S
- Wnt act = -2
#60 Cc1ccc(-c2nc3ccc(C)cn3c2Cc2ccccn2)cc1
- Wnt act = 16
#61 COc1ccccc1C(=O)N1CCN(C(=O)[C@@H](Cc2ccccc2)NC(=O)[C@H]2O[C@@H](n3ccc(N)nc3=O)[C@H](O)[C@@H]2O)CC1
- Wnt act = -3
#62 CCOC(=O)C1=C(Cc2ccc(C)cc2)C(=O)c2ccccc2C1=O
- Wnt act = 7
#63 Cn1cc([C@]2(O)C(=O)Nc3c(F)cccc32)c2ccccc21
- Wnt act = -1
#64 CCN(CC)C(=O)C1CCCN(C(=O)c2ccc3nc(-c4cccc(OC)c4)oc3c2)C1 (centres undefined)
- Wnt act = 9
#65 CC(=O)Nc1ccc(OCC(=O)Nc2ccc(Cl)c(S(=O)(=O)N3CCOCC3)c2)cc1
- Wnt act = -2
#66 O=C(NNC(=O)c1ccc(Cl)c(Cl)c1)c1ccncc1
- Wnt act = 0
#67 CCOC(=O)/C(C#N)=C/c1cc(C)n(-c2ccc(Br)cc2)c1C
- Wnt act = 15
#68 COC(=O)c1cc2c(c3c4cc(C)ccc4n(S(=O)(=O)c4ccc(C)cc4)c13)C(=O)N(Cc1ccc(N(C)C)cc1)C2
- Wnt act = -3
#69 O=S1(=O)CC(N2CCN(CCO)CC2)CN1Cc1cn(Cc2ccc(Cl)cc2)nn1 (centres undefined)
- Wnt act = -4
#70 COc1ccc(CNCC(=O)Nc2cc(C)nn2-c2nc(C)cc(C)n2)cc1OC
- Wnt act = -2

#71 Cc1ccc(C(=O)N2CCC(N3CCC(C(=O)N4CCOCC4)CC3)CC2)cc1
- Wnt act = 0
#72 CN1CCN(c2cc(CNC[C@H]3O[C@@H](n4cnc5c(=O)[nH]c(N)nc54)[C@H](O)[C@@H]3O)ccc2F)CC1
- Wnt act = 0
#73 COc1cc(-c2coc3c(C(=O)Nc4ccc(C(C)C)cc4)cccc23)ccc1O
- Wnt act = 2
#74 Nc1ccn([C@@H]2O[C@H](C(=O)N[C@H]3c4ccccc4C[C@H]3O)[C@@H](O)[C@H]2O)c(=O)n1
- Wnt act = -2
#75 COC(=O)[C@]12CCCCC=C1N(Cc1ccccc1)C(=O)[C@H](CC(=O)NCCc1ccccc1OC)C2
- Wnt act = -1
#76 COc1ncnc2c1ncn2CCCNCCCN1CCCC1=O
- Wnt act = 0
#77 C[C@H](CO)N1C[C@H](C)[C@H](CN(C)C(=O)CC2CC2)Oc2cc(Br)ccc2S1(=O)=O
- Wnt act = -1
#78 C[C@@H](O)[C@@H]1NC(=O)c2cc([N+](=O)[O-])cc(I)c2NCC[C@@H](C(N)=O)NC(=O)CNC1=O
- Wnt act = 5
#79 COC(=O)[C@@]12C[C@@H](CC(=O)NCC34CC5CC(CC(C5)C3)C4)C(=O)N(CCc3ccc(OC)c(OC)c3)C1=CCC(C)(C)C2
- Wnt act = -4
#80 CC(CCl)n1c(=O)c2ccccc2n1C(=O)c1ccccc1 (centres undefined)
- Wnt act = -2
#81 CC(=O)Nc1ccc(-c2ccnc3c2CC(C(=O)NCc2cccc(Cl)c2)O3)cc1 (centres undefined)
- Wnt act = -9
#82 CC(C)NC(=O)c1csc([C@@H]2O[C@H](CO)[C@H](O)[C@H](O)[C@H]2O)n1
- Wnt act = -1
#83 O=C(NCCCN1CCOCC1)c1cc(S(=O)(=O)N2CCCCC2)ccc1Cl
- Wnt act = 1
#84 CC(C)(C)Cc1c(-c2ccc(F)cc2)nc2ccc(Br)cn12
- Wnt act = 7
#85 Cc1ccc(S(=O)(=O)NC(=O)C2(C)CCN2C(=O)c2ccccc2CCc2ccccc2)nc1 (centres undefined)
- Wnt act = -1
#86 COc1ccc(S(=O)(=O)N(C)[C@H]2C[C@H]3c4cc(N5CCN(C)CC5)ccc4CCN3C(=O)[C@H]2[C@H](C)O)cc1
- Wnt act = -1
#87 CC(=O)CCN1CCSCCS1(=O)=O
- Wnt act = -2
#88 CSc1ccc(CN2CCC2(C)C(=O)NC2CCc3ccccc32)cc1 (centres undefined)
- Wnt act = 14
